# Bioassay records deposited in PubChem by several laboratories.
# Rev-erbA mod = modulators of Rev-erb alpha DNA binding, primary screen, biochemical, FITC-DNA, fluorescence polarization, uHTS. activity, % at 10 µM. Nuclear receptor subfamily 1 group D member 1 (Homo sapiens), P20393. Rev-erbα–FITC-DNA binding, 90 min. 370,000 compounds, 0.79% hits;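 active = activity above about 14%, limit read from the data; passing the limit was not always enough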;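 also: 0% = DMSO wells with 35 nM protein and 100% = DMSO wells with 750 nM protein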
# Target sequence (P20393 whole entry, looked up): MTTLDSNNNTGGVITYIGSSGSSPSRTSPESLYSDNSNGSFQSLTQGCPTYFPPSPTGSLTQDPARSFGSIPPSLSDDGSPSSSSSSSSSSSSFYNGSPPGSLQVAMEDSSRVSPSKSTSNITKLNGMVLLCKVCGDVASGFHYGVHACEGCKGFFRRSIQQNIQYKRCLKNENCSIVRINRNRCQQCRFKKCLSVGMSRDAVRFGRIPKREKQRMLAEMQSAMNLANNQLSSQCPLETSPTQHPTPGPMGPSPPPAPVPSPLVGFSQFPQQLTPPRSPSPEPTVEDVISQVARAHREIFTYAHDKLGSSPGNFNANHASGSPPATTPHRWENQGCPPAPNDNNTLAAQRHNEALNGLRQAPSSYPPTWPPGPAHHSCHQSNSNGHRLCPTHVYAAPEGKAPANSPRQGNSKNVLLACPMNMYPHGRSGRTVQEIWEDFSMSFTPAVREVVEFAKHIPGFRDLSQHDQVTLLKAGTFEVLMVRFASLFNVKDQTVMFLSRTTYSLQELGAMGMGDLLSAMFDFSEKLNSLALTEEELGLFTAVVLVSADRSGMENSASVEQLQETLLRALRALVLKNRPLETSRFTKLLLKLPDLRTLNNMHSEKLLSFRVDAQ
# FXN GAA850 act = FXN promoter activators, primary screen, cell-based, luciferase luminescence, HEK293 lucGAA850. HEK293 lucGAA850 FXN promoter luciferase reporter, 24 h; percent of 10 µM SAHA response. activation, % at 6 µM. 360,000 compounds, 0.56% hits. AID 540364, 2011;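 active = activation above the average of all compounds screened plus 3 SD, cutoff fixed separately per campaign, cut at about 7.5% in these data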;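 also: 0% = DMSO wells and 100% = 10 µM SAHA wells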
# DAX1 inh-1 = DAX1 (NR0B1) inhibitors, primary screen, cell-based, HEK293, Gal4-DAX1, luciferase luminescence; HEK293 Gal4-DAX1 luciferase reporter; AID 504766, 2011; 340,000 compounds, 0.99% hits; inhibition, % at 6.75 µM;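 active = inhibition above the mean over all tested compounds plus 3 SD, cut at about 4.2% in these data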;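 also: 0% = DAX1-transfected cells with DMSO and 100% = empty-vector control cells with DMSO; inhibition shows as a rise in luminescence from relieved DAX1 repression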
# Target sequence (P51843 207-470 limits assumed): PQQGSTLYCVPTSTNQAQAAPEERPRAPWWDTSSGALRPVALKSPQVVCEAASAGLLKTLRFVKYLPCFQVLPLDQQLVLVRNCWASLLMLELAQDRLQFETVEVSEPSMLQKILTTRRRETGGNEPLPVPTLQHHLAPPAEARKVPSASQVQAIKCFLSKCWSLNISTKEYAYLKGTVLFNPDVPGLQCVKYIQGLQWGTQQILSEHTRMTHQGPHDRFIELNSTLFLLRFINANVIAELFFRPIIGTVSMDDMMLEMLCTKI
# SMARCA2 activ = SMARCA2 (BRM) function activators, primary screen, cell-based, luminescence, high throughput; MG213 cells, MMTV-luciferase reporter, dexamethasone, overnight; activation, % at 9.1 µM; 370,000 compounds, 1% hits; in the data active = activation above about 7.8%;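 also: 0% = vehicle wells and 100% = reference activator wells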
# PLC-beta3 inh = human PLC-beta3 inhibitors, primary screen, biochemical, fluorescence; 1-phosphatidylinositol 4,5-bisphosphate phosphodiesterase beta-3 (Homo sapiens), Q01970; Purified PLC-beta3, fluorogenic substrate; inhibition, % at 12.2 µM; 370,000 compounds, 0.18% hits; AID 720704, 2013; in the data active = inhibition above about 11%;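 also: 0% = median of compound wells on plate and 100% = full blocker control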
# HGIII-sPLA2 inh = human group III sPLA2 inhibitors, primary screen, biochemical, QFRET, BODIPY PC-A2 liposome substrate; inhibition, % at 12.2 µM; 370,000 compounds, 0.56% hits; AID 743126, 2013; QFRET BODIPY PC-A2 liposome hydrolysis, fluorescence; Group 3 secretory phospholipase A2 (Homo sapiens), Q9NZ20;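 active = inhibition above mean plus 3 SD of compounds lying within the high and low control bounds, cut at about 19% in these data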;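 also: 0% = median of test compound wells and 100% = no enzyme DMSO wells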
# hgDAF-12 ag = H. glycines DAF-12 receptor agonists, primary screen, cell-based, luminescence, HEK293, GAL4 fusion, UAS-luciferase | Nuclear hormone receptor DAF-12 (Heterodera glycines), GAL4 fusion | HEK293 GAL4-hgDAF12 UAS-luciferase reporter, agonist luminescence; normalized to butyrate control | activation, % at 6.8 µM | 370,000 compounds, 1.8% hits | AID 687014, 2013;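 active = activation above a cutoff set at the mean of all screened compounds plus 3 SD, cut at about 10% in these data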;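 also: 0% = DMSO wells and 100% = sodium butyrate wells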
# ssDAF12 agonist = S. stercoralis DAF-12 nuclear receptor activators, primary screen, cell-based, luminescence, HEK293, GRIP1 co-expression, lit1-tk-luc. HEK293 ssDAF-12/GRIP1 lit1-tk-luc reporter; % of 3 µM dafachronic acid response. activation, % at 6.8 µM. Nuclear hormone receptor DAF-12 (Strongyloides stercoralis). 370,000 compounds, 1% hits;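 active = activation above the mean over all tested compounds plus 3 SD, cut at about 0.9% in these data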;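 also: 0% = DMSO-only wells and 100% = 3 µM delta7-dafachronic acid wells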
# DAX1 inh-2 = DAX1 (NR0B1) inhibitors on StAR promoter, primary screen, cell-based, luminescence, SF-1 (NR5A1), full-length DAX-1; inhibition, % at 6.8 µM; HEK293T StAR-luciferase reporter, SF-1/DAX-1 repression relief; AID 652010, 2013; 370,000 compounds, 1.1% hits;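 active = inhibition above the mean over all tested compounds plus 3 SD, cut at about 3.6% in these data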;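 also: 0% = DAX-1 cells with DMSO and 100% = cells lacking DAX-1 with DMSO; higher inhibition means more luminescence from relief of DAX-1 repression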
# hcDAF-12 act = H. contortus DAF-12 nuclear receptor activators, primary screen, cell-based, luminescence, HEK293, lit1-tk-luc reporter | HEK293 hcDAF-12 lit1-tk-luc reporter; 0% DMSO, 100% Δ7-dafachronic acid | 370,000 compounds, 1.4% hits | AID 652067, 2013 | activation, % at 6.8 µM;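 active = activation above the mean of all tested compounds plus 3 SD, cut at about 5.5% in these data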;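 also: 100% = response to 3 µM Δ7-dafachronic acid high control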
# PG9 Ab binder = binders of HIV-1 gp120 antibody PG9, primary screen, biochemical, TR-FRET; HIV-1 gp120 / PG9 antibody interaction; TR-FRET gp120-PG9 antibody binding; inhibition, % at 6.7 µM; 360,000 compounds, 0.43% hits; in the data active = inhibition above about 8.5%
# * hit, by the source's call; i = inactive; . = not tested or not shown.
1. COC(=O)C1CCN(C(=O)c2cc(=O)[nH]c3ccccc23)CC1
2. COc1cccc2c1C1(O)C2CCCCCCCCCC12OCCCO2 (stereo not drawn)
3. O=[N+]([O-])c1ccc(Oc2ccc(S(=O)(=O)N3CCOCC3)cc2)cc1
4. COc1ccc(NC(=O)C2CCN(C(=O)NC3CCCCC3)CC2)c(OC)c1
5. CC(C)OCC(O)CN1CCN(C(c2ccccc2)c2ccccc2)CC1 (stereo not drawn)
6. COc1cc(NC(=O)CN(c2cc(C)cc(C)c2)S(=O)(=O)c2c(C)noc2C)cc(OC)c1
7. COc1ccc2c(c1)CC(=O)NC=C2
8. Nc1nonc1-n1nnc(C(=O)N/N=C/c2cccc(Cl)c2)c1CN1CCCCCC1
9. COC(=O)COc1ccc2cc(-c3ccc(OC)cc3)c(=O)oc2c1
10. S=C(NCc1ccco1)Nc1cccc(Cl)c1

Compound	1	2	3	4	5	6	7	8	9	10
Rev-erbA mod	6	6	2	3	0	-2	3	0	25*	-1
FXN GAA850 act	0.3	0.0	0.1	2.5	0.3	-0.5	-0.8	0.0	-1.5	1.5
DAX1 inh-1	0.4	-2.3	-1.9	-0.3	-0.6	-1.5	0.7	1.1	-0.3	-1.1
SMARCA2 activ	4	-1	-4	1	1	-2	3	-2	0	-4
PLC-beta3 inh	-22	0	-1	-1	2	0	-10	0	i	1
HGIII-sPLA2 inh	1	-11	-2	-1	-3	-19	0	0	-4	1
hgDAF-12 ag	5.3	-0.4	-3.9	-0.4	-0.1	-3.9	0.8	0.3	1.2	-1.1
ssDAF12 agonist	1.3*	-1.4	-1.4	-1.1	-1.4	-1.9	-1.6	-1.5	-0.5	-0.9
DAX1 inh-2	1.1	-4.0	-1.1	0.4	0.5	-0.2	0.3	0.7	2.3	-0.7
hcDAF-12 act	0.9	-1.9	-1.4	-2.3	1.1	-1.1	-0.2	-1.8	-0.3	-1.7
PG9 Ab binder	-1.1	-2.6	-0.9	0.4	-1.3	-1.7	-1.4	0.8	-1.4	-1.4

11. CCOc1ccc(C(=O)Nc2cc(Cl)ccc2-n2cncn2)cc1OC
12. N#Cc1sc2nc(-c3cccs3)cc(-c3ccccc3)c2c1N
13. Cc1ccc(S(=O)(=O)N(Cc2cccc(Cl)c2)C(=O)N2CCN(C)CC2)cc1
14. COCCCNCCCCOc1ccc(OCc2ccccc2)cc1
15. CSCCC(NS(=O)(=O)c1ccc2c(c1)OCCO2)C(=O)N(C)Cc1ccc(C)cc1 (stereo not drawn)
16. COc1ccc(NC(=O)CN2C(=O)NC(C)(Cc3ccc(OC)c(OC)c3)C2=O)cc1 (stereo not drawn)
17. Cc1cc(C(F)(F)F)n2nc(C(=O)O)c(Cl)c2n1
18. O=C(C1CC1)N1CCN(c2ccc(O)cc2)CC1
19. CC(=O)Nc1cccc(C(=O)/C=C/c2ccc[nH]2)c1
20. CCC(C)NC(=O)CNS(=O)(=O)c1ccc(C)cc1 (stereo not drawn)

Compound	11	12	13	14	15	16	17	18	19	20
Rev-erbA mod	3	-5	-3	-3	-5	-4	-1	3	8	-2
FXN GAA850 act	-0.3	2.2	2.3	3.8	-1.5	1.7	-0.5	1.9	2.8	-0.1
DAX1 inh-1	-0.1	-0.6	0.1	-0.4	-0.5	0.5	0.3	0.8	3.9	1.2
SMARCA2 activ	3	-2	-2	4	0	-1	1	3	-4	0
PLC-beta3 inh	-8	-242	-6	3	-7	5	1	-5	-45	0
HGIII-sPLA2 inh	4	3	4	-11	-9	2	-1	0	-12	5
hgDAF-12 ag	3.1	1.8	-0.2	6.5	-0.9	1.0	-0.6	-5.6	1.4	-2.7
ssDAF12 agonist	0.6	-1.7	-1.4	-1.1	-1.4	-0.7	-1.0	-1.2	-1.3	-0.8
DAX1 inh-2	1.0	1.1	-0.7	0.7	-3.7	-0.3	-0.2	-0.8	0.0	0.3
hcDAF-12 act	3.0	0.5	1.5	2.7	-1.4	-2.1	-0.6	-2.8	2.1	0.1
PG9 Ab binder	-0.7	0.5	0.6	-1.9	-1.2	-1.8	-2.3	-2.5	-5.9	-0.1

21. CC(=O)N1C[C@H]2CON(C)[C@H]2C[C@H]1c1ccc(-c2cccnc2)cc1
22. COc1ccc(CCNC(=O)CS(=O)(=O)c2cn(CC(=O)N(C(C)C)C(C)C)c3ccccc23)cc1OC
23. COc1cccc(-c2ccc3ncnc(N(C)Cc4ccco4)c3c2)c1
24. Cc1ccc2[nH]c(C)c(CCNC(=O)C3CCCCC3C(=O)OCC(F)(F)F)c2c1 (stereo not drawn)
25. Cc1ccc(C)c(Cn2ncc3ccccc32)c1
26. CCOC(=O)Oc1ccc2c(=O)c(Oc3cccc(C)c3)coc2c1
27. O=C(NC(=S)Nc1ccccc1N1CCOCC1)c1ccc(-c2cc(Cl)ccc2Cl)o1
28. COc1cc(/C=N/N(C)S(=O)(=O)c2ccc(C)cc2)cc([N+](=O)[O-])c1O
29. COc1ccc(C(=O)CC(=O)C(=O)Nc2ccccc2)cc1
30. NC12NC(=O)C3(O)C4C5CC(C6C5C3C61)C42 (stereo not drawn)

Compound	21	22	23	24	25	26	27	28	29	30
Rev-erbA mod	3	2	3	4	-4	-2	-3	11	-3	-4
FXN GAA850 act	0.1	1.2	1.7	0.4	-0.1	3.3	-0.1	-1.5	2.2	-0.2
DAX1 inh-1	1.8	-0.5	-0.8	-0.9	-1.9	0.7	0.7	-0.9	2.1	0.8
SMARCA2 activ	-5	-1	0	-4	-1	1	-2	-3	-1	1
PLC-beta3 inh	-3	-10	-21	-5	-5	i	2	-6	-7	-3
HGIII-sPLA2 inh	16	-4	-6	-6	3	-8	4	1	-8	3
hgDAF-12 ag	-0.4	-2.4	0.4	-0.8	3.0	7.4	0.3	-0.9	3.9	0.3
ssDAF12 agonist	-0.6	-0.6	-2.0	-1.4	-1.0	-0.7	-1.3	-1.3	-0.4	-1.8
DAX1 inh-2	-0.6	1.1	0.3	-0.7	-0.7	0.5	-0.1	-0.4	-0.2	-0.1
hcDAF-12 act	-0.1	-2.2	-1.6	-2.4	-1.0	-0.7	-1.0	0.6	-1.0	-1.2
PG9 Ab binder	-2.3	0.8	1.5	1.0	0.7	0.1	-1.1	-3.4	-0.8	-0.7

# Retrieved by structure from above:
22. COc1ccc(CCNC(=O)CS(=O)(=O)c2cn(CC(=O)N(C(C)C)C(C)C)c3ccccc23)cc1OC
25. Cc1ccc(C)c(Cn2ncc3ccccc32)c1
28. COc1cc(/C=N/N(C)S(=O)(=O)c2ccc(C)cc2)cc([N+](=O)[O-])c1O
21. CC(=O)N1C[C@H]2CON(C)[C@H]2C[C@H]1c1ccc(-c2cccnc2)cc1
23. COc1cccc(-c2ccc3ncnc(N(C)Cc4ccco4)c3c2)c1
26. CCOC(=O)Oc1ccc2c(=O)c(Oc3cccc(C)c3)coc2c1

Compound	22	25	28	21	23	26
Rev-erbA mod	2	-4	11	3	3	-2
FXN GAA850 act	1.2	-0.1	-1.5	0.1	1.7	3.3
DAX1 inh-1	-0.5	-1.9	-0.9	1.8	-0.8	0.7
SMARCA2 activ	-1	-1	-3	-5	0	1
PLC-beta3 inh	-10	-5	-6	-3	-21	i
HGIII-sPLA2 inh	-4	3	1	16	-6	-8
hgDAF-12 ag	-2.4	3.0	-0.9	-0.4	0.4	7.4
ssDAF12 agonist	-0.6	-1.0	-1.3	-0.6	-2.0	-0.7
DAX1 inh-2	1.1	-0.7	-0.4	-0.6	0.3	0.5
hcDAF-12 act	-2.2	-1.0	0.6	-0.1	-1.6	-0.7
PG9 Ab binder	0.8	0.7	-3.4	-2.3	1.5	0.1

# Next part
31. CCCN1C2CCCC1CC(NC(=O)c1cc(OC)c(OC)c(OC)c1)C2 (stereo not drawn)
32. CSc1c(C#N)c(N)c(C#N)c2c1COC(C)(C)C2
33. Cc1nnc(SCC(=O)Nc2ccc(-c3nc4ccccc4s3)cc2)s1
34. Cc1ccc(C(C)C)c(OCC(=O)NN2C(=O)c3ccccc3C2=O)c1
35. Cc1ccc(N(C(=O)Cn2nnc3ccccc32)C(C(=O)NC2CCCCC2)c2cn(C)nc2C)cc1 (stereo not drawn)
36. Cc1cn([C@H]2C[C@H](O)[C@@H](CCC(=O)NCC3CCCO3)O2)c(=O)[nH]c1=O (stereo partly drawn)
37. COc1ccc(CC(=O)N(C)CC(=O)Nc2ccccc2Cl)cc1S(=O)(=O)N1CCOCC1
38. CCOc1ccccc1CNC(=O)c1ccccc1NC(=O)C1=CSCCO1
39. COC(=O)CCN(C(=O)c1ccc(Cl)c([N+](=O)[O-])c1)c1ccccn1
40. O=C(O)C12C[C@H]3C[C@@H](C1)CC(n1ncc(N4CCN(c5ccccc5)CC4)c(Cl)c1=O)(C3)C2
41. CCOC(=O)CSc1nc(C)cc(C)c1C(N)=O

Compound	31	32	33	34	35	36	37	38	39	40	41
Rev-erbA mod	-6	3	11	0	0	-2	-4	2	2	-2	-1
FXN GAA850 act	2.1	6.2	3.0	1.6	2.1	.	-0.8	-2.5	-0.3	0.2	0.2
DAX1 inh-1	-0.5	-1.0	3.1	4.0	0.5	.	0.0	0.0	0.7	0.0	-0.7
SMARCA2 activ	0	3	2	-2	3	-3	-4	-1	-5	-2	-4
PLC-beta3 inh	-2	-102	0	-7	-1	1	-14	-14	-6	5	5
HGIII-sPLA2 inh	5	-7	0	-2	4	4	10	0	10	6	6
hgDAF-12 ag	1.2	-1.7	20*	-0.3	1.2	-1.6	-2.4	0.2	-3.2	-0.1	-4.0
ssDAF12 agonist	-1.4	-1.2	0.6	-1.1	-1.4	-1.1	-1.4	-0.7	-1.8	-1.1	-2.6
DAX1 inh-2	-0.3	-0.8	3.6	-0.3	0.7	0.7	-1.1	0.1	0.2	0.3	0.8
hcDAF-12 act	-2.5	-1.3	6.0*	-1.9	0.2	0.8	-1.4	-2.2	-0.9	-2.9	0.7
PG9 Ab binder	0.7	3.7	-0.5	-0.6	0.3	-0.1	0.9	-1.2	1.4	-3.0	3.3

# Compounds as they come. About 7% of those tested had a hit in this group.
